Screening data (PubChem)
APP 5UTR inh – APP translation inhibition; inhibition, % at 2 µM; SH-SY5Y APP 5'UTR-luciferase reporter, luminescence; AID 1285; 190,000 compounds, 0.82% hits;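 active means inhibition above a set limit, derived from the sample mean plus 3 SD, cut at about 45% in these data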; further: values of inactives mirror those of a sister screen read the other way
STAT1 act – STAT1 signaling activation; NIH 3T3 STAT1-luciferase reporter, IFN-gamma, luminescence; 100% = IFN-gamma alone, no compound; activation (% of control), % at 5.5 µM; 200,000 compounds, 2.6% hits;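 active means activation above the screen-wide mean activation plus 3 SD, cut at about 130% in these data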;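 further: raw ratio to IFN-gamma control signal so 100% means no change and 0% no light; values of inactives mirror those of a sister screen read the other way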
G6PDH counter – counter-screen for G6PDH assay hits: L. mesenteroides G6PDH inhibition; Purified L. mesenteroides G6PDH, diaphorase/resazurin coupled fluorescence, 45 min; inhibition, % at 5 µM; 200,000 compounds, 0.12% hits; AID 1020; in the data active means inhibition above about 50%
FLuc inh counter – Photinus pyralis luciferase inhibition counter-screen; ATPLite firefly luciferase biochemical luminescence, 10 min; 200,000 compounds, 1.5% hits; P08659; inhibition, % at 10 µM;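 active means inhibition above about 50% when tested at 10 µM, limit read from the data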
Target sequence (P08659 whole entry, looked up): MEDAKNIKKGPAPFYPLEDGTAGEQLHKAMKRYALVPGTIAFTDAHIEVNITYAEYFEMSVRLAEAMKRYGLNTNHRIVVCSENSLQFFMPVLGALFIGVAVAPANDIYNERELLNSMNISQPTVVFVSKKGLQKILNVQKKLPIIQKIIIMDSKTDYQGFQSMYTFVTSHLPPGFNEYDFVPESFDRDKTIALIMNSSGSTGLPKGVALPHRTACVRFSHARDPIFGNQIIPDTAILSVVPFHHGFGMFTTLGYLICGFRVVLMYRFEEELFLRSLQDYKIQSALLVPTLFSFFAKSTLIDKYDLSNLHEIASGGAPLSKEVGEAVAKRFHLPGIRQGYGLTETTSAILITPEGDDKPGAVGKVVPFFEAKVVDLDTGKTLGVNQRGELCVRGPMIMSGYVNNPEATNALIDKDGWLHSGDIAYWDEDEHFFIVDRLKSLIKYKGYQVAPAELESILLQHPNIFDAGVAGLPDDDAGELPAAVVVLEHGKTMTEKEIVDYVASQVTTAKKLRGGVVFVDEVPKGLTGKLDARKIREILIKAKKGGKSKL
Hsp70 act – Hsp70 transcriptional activation, primary screen; HeLa Hsp70 promoter luciferase reporter, luminescence; scaled: vehicle 0, proteasome-inhibitor control 100%; 200,000 compounds, 0.04% hits; activation, % at 10 µM;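 active means activation above the mean across all tested compounds plus 3 SD, cutoff set per campaign, cut at about 5.5% in these data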;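 further: 100% = MG132 at 30 µM as the positive control and 0% = DMSO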
HMGR II inh – inhibitors of class II HMG-CoA reductase from Enterococcus faecalis. purified E. faecalis HMGR, NADPH absorbance 340 nm kinetic. inhibition, % at 10 µM. 190,000 compounds, 0.41% hits. AID 1066;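 active means inhibition above a set limit, the median over all tested compounds plus 3 SD, cut at about 9.5% in these data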;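 further: enzyme runs in reverse so mevalonate oxidation gives rising NADPH absorbance; 0% = complete reaction with DMSO and 100% = background rate lacking mevalonate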
APP 5'UTR act – APP 5'UTR luciferase reporter activation; activation, % at 2 µM; AID 1276; 190,000 compounds, 1% hits; SH-SY5Y APP 5'UTR luciferase reporter, luminescence; zero percent = DMSO vehicle wells;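 active means activation above a set limit, based on mean plus 3 SD of controls, cut at about 140% in these data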; further: values of inactives mirror those of a sister screen read the other way
Redox H2O2 prof – compounds producing H2O2 with reducing agent – biochemical, NIH compound library profiling, artefact control for MLSCN library redox annotation, primary screen; AID 878; activation, % at 10 µM; 200,000 compounds, 0.03% hits; DTT-dependent redox cycling H2O2, phenol red/HRP absorbance; 100% = 100 µM peroxide control, 0% = buffer;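 active means activation of at least 50% relative to the plate's high and low controls in the primary single-dose screen; inactive means activation below 50%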;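 further: compound incubated with DTT at 0.8 mM final as the reducing agent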
NF-kB neuron act – NF-kB expression increase, human neuronal cells; NF-kB reporter expression; hits give high values; fold change at 12.5 µM; 190,000 compounds, 1.6% hits; in the data active means fold change above about 3.3
FLuc stim CS – firefly luciferase counter-screen for stimulation assays; P08659; ATPlite luciferase biochemical, luminescence, 10 min; 0 = ATP-free wells, 1 = DMSO control; activation factor at 10 µM; 200,000 tested, under 10 active;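 active means luciferase activation factor, scaled between plate controls, of at least 2 with compound at 10 µM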
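Assay system: Luciferase/luciferin detection reagent, cell-free biochemical luciferase assay / Read-out: luciferase activation / Benchmarks: No-ATP low control, compound-free enzyme-plus-ATP high control / Medium: PBS buffer for ATP / Detection: luminescence measurement of luciferase light output / Schedule: 10 min at ambient temperature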
Active calls of the source: *.

SMILES	APP 5UTR inh	STAT1 act	G6PDH counter	FLuc inh counter	Hsp70 act	HMGR II inh	APP 5'UTR act	Redox H2O2 prof	NF-kB neuron act	FLuc stim CS
O=C1N=C(N2CCN(c3cccc4ccccc34)CC2)S/C1=C/c1cccs1	-12	97	-65	-8	0.0	-2	12	2.5	0.82	1.1
CS(=O)c1ccccc1-c1nc(-c2ccc(Cl)cc2)no1 (stereo unspecified)	-34	138*	-2	15	0.1	-1	34	0.5	2.1	0.8
CCCCCCn1nc(C(=O)OCC(=O)NC2CCS(=O)(=O)C2)c2ccccc2c1=O (stereo unspecified)	-5	98	-2	-2	-0.1	-1	5	9.8	0.96	1
O=C(c1cccnc1)N1CCN(C(=O)c2ccccc2F)CC1	9	103	2	-21	0.0	-5	-9	2.9	0.96	1.2
COc1ccc(/C=C/C(=O)Nc2ccccc2C(F)(F)F)cc1OC	-3	98	3	-6	0.7	-3	3	1.9	0.89	1.1
Cc1cc(C)c(C#N)c(Sc2ccccc2N)n1	-29	139*	0	-4	-0.2	-5	29	-1.3	1.1	1
CCCC(=O)NCn1nnc(-c2ccc(Cl)cc2)n1	0	99	5	-4	-0.3	-8	0	-1.0	1.5	1
Cn1nnnc1SCc1ccc(C(=O)Nc2ccccc2F)cc1	-44	106	6	6	1.1	1	44	1.8	1.5	0.9
O=C1CCSc2cccc3cccc(c23)N1	-11	102	6	-1	-0.1	-10	11	0.6	1	1
Cc1ccc(-c2nnn(CC(=O)N3CCN(c4nc5ccccc5s4)CC3)n2)cc1	-13	102	10	-4	0.6	-2	13	2.5	1.3	1
O=C(CCS(=O)(=O)c1cccc2nsnc12)NC1CCCCCC1	-4	92	0	-4	-0.3	0	4	2.0	1.1	1
Cc1cccc(-n2cc(CN3CCN(C(=O)c4ncn[nH]4)CC3)c(-c3cccc(F)c3)n2)c1	-13	117	5	-3	0.0	-4	13	-0.5	1.1	1
CCCOc1ccc(-c2nnn(CC(=O)c3c[nH]c4ccccc34)n2)cc1	-6	104	1	-2	-0.4	1	6	0.4	1.2	1
O=C1CN(C(=O)c2cc([N+](=O)[O-])ccc2Cl)C(c2ccccc2)c2cc(F)ccc2N1 (stereo unspecified)	11	99	-18	-4	-0.2	-4	-11	0.2	1	1
CCc1ccc2[nH]c(=O)c(CN(CCCO)C(=O)NCc3ccccc3)cc2c1	11	91	2	-4	-0.3	-3	-11	0.6	0.86	1
O=C(CSc1nnc(-c2ccccc2)o1)OCc1ccccc1	-1	98	3	0	-0.2	-3	1	2.1	0.99	1
Nc1nc(SCC(=O)Nc2c(Br)cc([N+](=O)[O-])cc2Br)n[nH]1	-2	107	1	-7	-0.2	-3	3	-0.2	1.1	1.1
Cc1ccc(C(=O)N(CN2CCCC2=O)c2ccc(F)cc2)cc1	-4	108	7	3	0.1	-1	4	-0.2	1.2	1
Cc1ccc(S(=O)(=O)N2CC3(C)CN(S(=O)(=O)c4ccc(C)cc4)CC(C)(C2)C3=O)cc1	-10	104	-2	-6	-0.2	-6	10	4.3	1.1	1.1
COc1cc(C(C)=O)ccc1COc1ccc(C(=O)OCC(=O)NC2CCS(=O)(=O)C2)cc1OC (stereo unspecified)	5	99	8	-5	-0.4	2	-5	-0.1	0.58	1
CCOC(=O)Nc1ccc(S(=O)(=O)N2CCOCC2)cc1	8	101	9	0	-0.2	-6	-7	-0.6	1.1	1
O=C(CCSc1ccccc1Cl)Nc1cccc([N+](=O)[O-])c1	-21	111	-4	-4	0.1	0	21	-0.4	1.5	1
O=C(Cc1cccs1)N1CCN=C1SCc1ccc(F)cc1	-1	101	15	5	-0.2	-1	1	0.1	1.5	1
CCC(C(=O)NNC(=O)c1cnccn1)c1ccccc1 (stereo unspecified)	-4	97	0	-1	-0.4	1	4	-0.2	0.91	1
NC(N)=NS(=O)(=O)c1ccc(NC(=S)NC(=O)/C=C/c2cccs2)cc1	6	102	3	-2	-0.2	-5	-6	0.4	1.1	1

Four entries from above, with two lines to a compound.
Values run as follows: APP 5UTR inh	STAT1 act	G6PDH counter	FLuc inh counter	Hsp70 act	HMGR II inh	APP 5'UTR act	Redox H2O2 prof	NF-kB neuron act	FLuc stim CS
- CCCOc1ccc(-c2nnn(CC(=O)c3c[nH]c4ccccc34)n2)cc1
 : -6	104	1	-2	-0.4	1	6	0.4	1.2	1
- O=C1CN(C(=O)c2cc([N+](=O)[O-])ccc2Cl)C(c2ccccc2)c2cc(F)ccc2N1 (stereo unspecified)
 : 11	99	-18	-4	-0.2	-4	-11	0.2	1	1
- CCc1ccc2[nH]c(=O)c(CN(CCCO)C(=O)NCc3ccccc3)cc2c1
 : 11	91	2	-4	-0.3	-3	-11	0.6	0.86	1
- O=C(CSc1nnc(-c2ccccc2)o1)OCc1ccccc1
 : -1	98	3	0	-0.2	-3	1	2.1	0.99	1

(more compounds)
SMILES	APP 5UTR inh	STAT1 act	G6PDH counter	FLuc inh counter	Hsp70 act	HMGR II inh	APP 5'UTR act	Redox H2O2 prof	NF-kB neuron act	FLuc stim CS
CC(=O)Nc1ccc(NC(=O)CC2Nc3cccc4cccc(c34)NC2=O)cc1 (stereo unspecified)	-17	93	26	-5	-0.2	2	17	-2.4	0.75	1.1
COc1ccc(CC(=O)NNS(=O)(=O)c2ccc(F)cc2)cc1OC	-14	90	19	0	-0.3	-7	14	-0.4	1.3	1
CC(C)S(=O)(=O)N1CCCC(C(=O)c2cccc(Cl)c2)C1 (stereo unspecified)	2	96	12	-4	-0.3	-4	-2	1.6	1	1
COc1ccc(C(=O)NCCSCc2ccccc2)cc1OC	10	95	12	-4	-0.2	2	-10	-0.2	1.1	1
CC(=O)n1cc(-c2ccncc2)c2ccccc21	46*	105	-27	-6	-0.4	0	-46	-2.4	0.86	1.1
CNc1cc(CSC)nc(SCc2ccc(Cl)c(Cl)c2)n1	15	95	1	-8	0.2	-8	-15	0.6	0.78	1.1
CC1CCc2nc(NC(=O)CN3CCOCC3)sc2C1 (stereo unspecified)	22	115	-5	-6	-0.2	1	-22	5.0	2.3	1.1
C=CCNS(=O)(=O)c1ccc(N2C(=O)c3ccccc3C2=O)cc1	-13	104	8	-7	0.1	1	13	-0.5	0.92	1.1
COc1ccc(CCNC(=O)c2nonc2N)cc1	-24	118	5	-4	0.1	-4	24	1.0	1.6	1
CCCCC(=O)N(c1ccc(OC)cc1)C1C=CS(=O)(=O)C1 (stereo unspecified)	5	97	-2	-9	-0.2	-1	-5	2.1	1	1.1
Cn1cc(C(=O)N/N=C/C=C/c2ccccc2)ccc1=O	26	105	-12	-8	-0.4	-2	-26	-0.1	1.4	1.1
COCCNC(=O)C(NC(=O)C1CCCCC1)C12CC3CC(CC(C3)C1)C2 (stereo unspecified)	-8	95	1	-1	-0.3	-12	9	-0.3	1.1	1
CC(C)NCC(O)COc1c(F)cc(Br)cc1F (stereo unspecified)	-5	104	8	-7	-0.1	-1	5	1.6	1.2	1.1
Cc1cccc(N2CCN(C(=O)C3CCCCC3)CC2)c1C	3	95	2	0	-0.3	2	-3	-0.4	1.1	1
O=C1OC(Cc2ccccn2)C(O)=C1C1=NCCCCN1 (stereo unspecified)	-105	152*	6	6	0.2	-6	105	0.2	2.1	0.9
O=C(/C=C/c1ccccc1[N+](=O)[O-])NCCc1ccc(F)cc1	-8	111	7	-6	-0.3	-5	8	-1.1	1.1	1.1
CN1C(=O)N(CN2CCCCC2)C2C1N(C)C(=O)N2CN1CCCCC1 (stereo unspecified)	-10	97	1	-9	-0.4	-2	10	0.1	0.92	1.1
CC(=O)C1=C(S(=O)(=O)c2ccc(C)cc2)CS(=O)(=O)C1	4	94	10	-1	0.0	1	-4	-0.1	0.89	1
COc1cc(C2Nc3ccccc3C(=O)N2c2ccc(Cl)cc2)c(Cl)cc1OCC(=O)O (stereo unspecified)	-105	138*	-2	-3	0.1	-2	105	-0.4	2.9	1
Fc1cccc2sc(Nc3nnc(-c4ccco4)o3)nc12	-46	132*	13	68*	0.0	-3	46	-2.2	2	0.3
O=C(NC1CCCCCC1)c1nc2ncccn2n1	-5	100	5	-4	-0.2	-2	5	0.2	1.2	1
COc1ccc(C(=O)c2cc(C(C)=O)c(Nc3ccccc3)s2)cc1	22	98	-20	-8	-0.6	-1	-22	-0.1	1	1.1
CCCCN1C2=C(C(=O)CC(C)(C)C2)C(c2ccccc2)C2=C1c1ccccc1C2=O (stereo unspecified)	10	97	8	-4	-0.1	-4	-11	-1.4	0.79	1
O=C(C1=C[C@@H](C2CC2)C[C@@H](OCc2ccc(CO)cc2)O1)N1CCN(Cc2ccc3c(c2)OCO3)CC1	3	92	6	2	-0.4	0	-3	-0.4	0.7	1
Cc1c(C(=O)Nc2ccc(-c3nnc4n3CCCCC4)cc2)oc2c1ccc1ccccc12	-11	94	-50	-6	-0.2	-3	11	0.5	0.24	1.1
Cc1ccc(C2(C)NC(=O)N(CC(=O)NCc3cccs3)C2=O)cc1 (stereo unspecified)	-26	101	18	3	-0.1	-4	25	-0.2	1.1	1
Cc1ccc(C)c2[nH]c(=O)c(C(c3nnnn3Cc3ccco3)N3CCc4ccccc4C3)cc12 (stereo unspecified)	-6	96	18	-4	-0.2	1	6	-0.6	1.4	1

Part of the list above in another layout.
SMILES | APP 5UTR inh | STAT1 act | G6PDH counter | FLuc inh counter | Hsp70 act | HMGR II inh | APP 5'UTR act | Redox H2O2 prof | NF-kB neuron act | FLuc stim CS
O=C(C1=C[C@@H](C2CC2)C[C@@H](OCc2ccc(CO)cc2)O1)N1CCN(Cc2ccc3c(c2)OCO3)CC1 | 3 | 92 | 6 | 2 | -0.4 | 0 | -3 | -0.4 | 0.7 | 1
Cc1c(C(=O)Nc2ccc(-c3nnc4n3CCCCC4)cc2)oc2c1ccc1ccccc12 | -11 | 94 | -50 | -6 | -0.2 | -3 | 11 | 0.5 | 0.24 | 1.1

Profiles, quoted from the list. Order of values: APP 5UTR inh, STAT1 act, G6PDH counter, FLuc inh counter, Hsp70 act, HMGR II inh, APP 5'UTR act, Redox H2O2 prof, NF-kB neuron act, FLuc stim CS
O=C(CSc1nnc(-c2ccccc2)o1)OCc1ccccc1 is listed as -1, 98, 3, 0, -0.2, -3, 1, 2.1, 0.99, 1
O=C(CCS(=O)(=O)c1cccc2nsnc12)NC1CCCCCC1 is listed as -4, 92, 0, -4, -0.3, 0, 4, 2.0, 1.1, 1
COc1ccc(/C=C/C(=O)Nc2ccccc2C(F)(F)F)cc1OC is listed as -3, 98, 3, -6, 0.7, -3, 3, 1.9, 0.89, 1.1
CC(C)S(=O)(=O)N1CCCC(C(=O)c2cccc(Cl)c2)C1 (stereo unspecified) is listed as 2, 96, 12, -4, -0.3, -4, -2, 1.6, 1, 1
CCCCN1C2=C(C(=O)CC(C)(C)C2)C(c2ccccc2)C2=C1c1ccccc1C2=O (stereo unspecified) is listed as 10, 97, 8, -4, -0.1, -4, -11, -1.4, 0.79, 1
